# HTT aggregate = inhibitors of mutant huntingtin aggregate formation in PC12 cells; 220,000 tested, 1.1% active; Potency, µM (doses to about 46.1 µM), inactives show top-dose activity change, negative = inhibition, actives largely listed as inhibitors; PC12 HttQ103-GFP aggregates, Acumen cytometry, 40 h; also: % is scaled to controls: 0 for no effect and ±100 for the full control effect; nearly all actives have a fitted effect of over 60% in size
#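 Inducible Q103 Huntingtin exon 1–GFP PC12 line, 1500 cells/well in phenol red free DMEM with 5% equine and 5% calf serum. Tebufenozide 100 nM induced expression; compounds titrated; aggregates quantified by cytometry.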
# aGlu spleen mod = inhibitors or activators of human alpha-glucosidase in spleen homogenate | P10253 | human spleen homogenate, 4-MU-alpha-glucoside fluorescence | Potency, µM (titrated, usually from 79.9 µM), inactives show at the top dose activity change, negative = inhibition, most hits filed as inhibitors | 240,000 tested, 0.006% active | AID 2112;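 also: 0% = enzyme with vehicle and -100% = no enzyme basal signal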
#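 Human spleen homogenate (1 ug) incubated with compounds and 1 mM 4-methylumbelliferyl-alpha-D-glucopyranoside in pH 5.0 citrate/phosphate buffer, 37 C, 40 min. Stopped at pH 10; 4-MU fluorescence (Ex 365/Em 440 nm); AC50 by Hill fit.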
# GAA glycogen = GAA glycogen-cleavage inhibition or activation. 300,000 tested, 0.38% active. Potency, µM (top dose mostly 76.4 µM), without a hit: at the highest dose activity change, negative = inhibition, hits mostly inhibitors. AID 2100. recombinant GAA, glycogen substrate, Amplex Red glucose oxidase fluorescence. P10253;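 also: 0% = full enzyme reaction and -100% = no-enzyme basal signal; the screen sought inhibitors and activators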
#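 Recombinant human alpha-glucosidase (4 nM final) hydrolysed bovine liver glycogen (30 ug) for 40 min at 37 C in pH 5.0 citrate/phosphate with 0.01% Tween-20. Released glucose detected by glucose oxidase/Amplex Red, Ex 573/Em 610 nm. Compounds up to 77 uM; AC50 from Hill fits.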
# GAA inhib = blocks human lysosomal alpha-glucosidase; P10253; purified human GAA, 4-MU-alpha-glucoside fluorescence; Potency, µM (highest dose often 76.9 µM), inactives show at the highest dose activity change, negative = inhibition, hits mostly inhibitors; 200,000 tested, 0.005% active; AID 1466;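 also: plate controls were uninhibited enzyme wells for no effect and no-enzyme background for full effect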
#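 Fluorescence at Ex 365/Em 440 nm from 4-methylumbelliferone reported enzyme activity after 20 min at room temperature. Reactions used 4 nM enzyme and 400 uM substrate at pH 5.0; curves fitted with the Hill equation.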
# RGS12 GoLoco inh = RGS12 GoLoco-Gai1 interaction inhibition. P63096. Gai1:RGS12 GoLoco peptide FP, rhodamine, 10 min. Potency, µM (titrated, usually from 61.6 µM), for the others: at the highest dose activity, negative = inhibition, actives largely listed as inhibitors. 230,000 tested, 0.44% active. AID 880; active = well fitted inhibition curve with a large enough effect, not every such curve was filed as active; inactive = no such curve, though single readings can be large or run the other way; also: % is scaled to controls: 0 for no effect and ±100 for the full control effect; nearly all actives have a fitted effect of over 30% in size; many of its hits are not listed in these tables
# Target sequence (P63096 whole entry, looked up): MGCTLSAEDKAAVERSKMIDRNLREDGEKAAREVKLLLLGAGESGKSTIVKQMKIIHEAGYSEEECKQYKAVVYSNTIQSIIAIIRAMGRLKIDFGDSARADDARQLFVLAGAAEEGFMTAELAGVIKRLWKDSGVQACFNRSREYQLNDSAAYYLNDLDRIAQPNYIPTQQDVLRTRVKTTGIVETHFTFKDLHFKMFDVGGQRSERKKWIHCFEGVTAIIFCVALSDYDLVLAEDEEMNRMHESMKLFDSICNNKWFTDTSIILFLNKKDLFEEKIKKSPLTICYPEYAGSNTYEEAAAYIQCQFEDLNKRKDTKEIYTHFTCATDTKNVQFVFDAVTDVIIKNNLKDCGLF
# HTT cytoprotect = Huntington cell model cytoprotection by ATP luminescence; PC12 HTT-Q103 induced, cytoprotection, ATP luminescence, 40 h; Potency, µM (doses to about 56.4 µM), inactives show cytoprotection (ATP increase), most hits filed as activators; 230,000 tested, 0.14% active; AID 1471;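 also: % of control where 0% means no effect; nearly all actives have a fitted effect of over 45% in size; toxic huntingtin expression switched on by the ecdysone agonist tebufenozide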
#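 ATP quantification (ATPlite) reports survival of PC12 cells in which tebufenozide, 100 nM final, switches on Htt exon 1 with 103 glutamines linked to GFP; compounds are titrated.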
# IMPase Li inh = cell-permeable IMPase inhibitors with lithium potentiation; CHO-M1 cells, IP1 TR-FRET (IP-One), carbachol + lithium; 210,000 tested, 0.35% active; Potency, µM (highest dose often 59.4 µM), without a hit: at the top dose activity, negative = IMPase inhibition, most hits filed as inhibitors;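 also: IP1 builds up when IMPase is blocked and the TR-FRET signal falls; plate controls were basal vehicle for no effect and high inhibitor control for full effect; nearly all actives have a fitted effect of over 50% in size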
#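 Concentration–response in CHO-M1 cells, lithium-potentiated; 30 min at 37C. IP1 detected by competitive TR-FRET after 10 min lysis at RT. Hill-fitted AC50.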
# * = called active by the depositor; ? = inconclusive; nt = no result given; & = joins results of further samples; [ ] = remark or other dose. Unless noted, calls follow the shape of the dose curve; as a rule, active = well fitted curve in the direction sought with a large enough effect; inconclusive = small, poorly fitted or top-dose-only effect, or another doubt; inactive = no such curve, though single readings can be large; an effect the other way counts as inactive or inconclusive. Potency is read from the fitted curve at half-maximal effect. Only part of the results is shown; count on the stated rates, not on these rows.
SMILES,HTT aggregate,aGlu spleen mod,GAA glycogen,GAA inhib,RGS12 GoLoco inh,HTT cytoprotect,IMPase Li inh
Cc1cccc(N2C(=O)C(Oc3ccc(Cl)cc3Cl)C2C=O)c1C (stereo not drawn),-30%,2%,1%,1%,0%,2%[10 µM],2%
CCC1CCCCN1CCNC(=O)CCS(=O)(=O)c1ccc(Br)cc1 (stereo not drawn),8%,4%,1%,-4%,11%,-10%[10 µM],30%[activator]
COC(=O)CC1COc2ccccc2N1C(=O)c1cccc(C(F)(F)F)c1 (stereo not drawn),7%,-9%,-13%,-3%,-8%,8%[10 µM],15%
CCCC1(C(=O)OC)NC(c2ccco2)C2C(=O)N(C)C(=O)C21 (stereo not drawn),15%[9.22 µM],10%,-4%,?,19%,21%[10 µM],12%
CCSc1nnc(NC(=O)CSc2nnc(-c3c[nH]c4ccccc34)n2CC)s1,4%,3%,-3%,0%,19%,10%[10 µM],45%[activator][38.3 µM]
COc1nc(NCCN2CCOCC2)nc(Nc2ccc([N+](=O)[O-])cc2)n1,?,-1%,-3%,-2%,14%,-6%,15%[38.3 µM]
COc1ccccc1C(=O)n1nc(-c2cccnc2)nc1NCc1ccccc1,2%,-5%,9%,5%,0%,11%[10 µM],15%
CS(=O)(=O)N(CC(=O)N1CCN(C(c2ccccc2)c2ccccc2)CC1)C1CCCCC1,-18%,-13%,-2%,?,5%,-16%,16%[38.3 µM]
Cc1nc2c(=O)n(-c3cccc(C(F)(F)F)c3)nc(C)c2s1,1%[9.22 µM],-5%,5%,-6%,10%,17%[10 µM],nt
CCn1cc(NC(=O)CCl)c(C)n1,-8%[9.22 µM],-4%,7%,-4%,4%,-5%[10 µM],2%
Cc1nc2sc(C(c3ccco3)N3CCN(c4ccc(F)cc4)CC3)c(O)n2n1 (stereo not drawn),26%[9.22 µM],3%,-4%,nt,-2%,-20%,-1%
Cc1cc(Nc2c(C#N)c(N)nn2C)ccc1F,-15%,-12%,8%,6%,-5%,4%[10 µM],5%
COc1cc(-c2nc3cnccn3c2Nc2ccc(C(C)C)cc2)ccc1O,?,-1%,?,-4%,0%,-89%[inhibitor],34%[38.3 µM]
Cc1cccc2sc(NC(=O)[C@H](C)N3C(=O)C4CC=CCC4C3=O)nc12 (stereo partly drawn),10%[9.22 µM],-1%,-5%,3%[15.4 µM],-5%,4%[10 µM],nt
COCCCNC(=O)c1ccc2nc3ccccc3c(=O)n2c1,-15%,3%,-14%,?,-1%,2%[10 µM],-8%
Nn1c(SCC(=O)N2CCc3ccccc3C2)nnc1-c1cccs1,-4%,-18%,0%,-5%,nt,-11%,nt
CC/C=C\C/C=C\C/C=C\CCCCCCCCCC(=O)O,nt,-4%&4%,nt,nt,-3%&4%,22%&10%,-5%&12%
O=C1C2C3C=CC(C3)C2C(=O)N1c1nc2ccccc2s1 (stereo not drawn),-5%,-6%,3%,8%,2%,-6%[10 µM],5%
COc1cccc(CN2CCCN(S(=O)(=O)c3ccc(Br)cc3)CC2)c1,-29%,1%,3%,-12%,7%,-22%,18%[38.3 µM]
N#C/C(=C/c1cccc(C(F)(F)F)c1)c1nc(CCN2C(=O)c3ccccc3C2=O)cs1,5%,5%,2%,-9%,17%,-3%,9%[38.3 µM]
O=C(COC(=O)[C@@H]1CCCN1S(=O)(=O)c1ccc(Cl)cc1)NCC(F)(F)F,0%,3%,1%,3%,6%,1%[10 µM],-4%
COc1ccnc(Oc2ccc(Cl)cc2)c1C#N,2%,4%,3%,3%,-6%,-21%[10 µM],-3%
CC(C)C(C(=O)NCC1CCCO1)N(Cc1cccs1)C(=O)CNS(=O)(=O)c1ccccc1 (stereo not drawn),nt,-2%,-3%,8%,3%,nt,4%
CC(OC(=O)c1ccncc1)C(=O)NC1CCCC1 (stereo not drawn),-1%,0%,1%,3%,-1%,26%,-6%
O=C(NCCN1CCCC1)c1cc(-c2ccncc2)nc2ccc(S(=O)(=O)N3CCOCC3)cc12,-1%,-5%,2%,-11%,9%,0%,34%[activator][38.3 µM]
COCCn1c(C)cc(C(=O)COC(=O)c2cncc(Br)c2)c1C,9%,-1%,-6%,-8%,9%,14%[10 µM],-1%
CCCN(CC1CC1)C(=O)Nc1ccccc1C,-1%,-1%,2%,1%,1%,-26%,4%[38.3 µM]
COc1ccc(CCNC(=O)C2CCCN(S(=O)(=O)c3cccc4nonc34)C2)cc1OC (stereo not drawn),2%,8%,3%,?,-2%,-8%,-7%[38.3 µM]
Cc1ccc(C(=O)NCCc2csc(C)n2)cc1,-12%,-12%,-4%,-9%,0%,-13%[10 µM],-5%[38.3 µM]
CCc1c(C)c2c(C)[nH]nc2oc1=O,6%,-3%,5%,4%,5%,-34%,-4%[38.3 µM]
CC(C)(C)Nc1nc(Oc2ccc(=O)n(-c3ccccc3)n2)nc(N2CCOCC2)n1,7%,-14%,1%,?,1%,6%[10 µM],-3%[38.3 µM]
O=C(Cn1ncc2c(=O)oc3ccccc3c21)NCCC1=CCCCC1,-8%,-5%,5%,3%,0%,-13%,-4%[38.3 µM]
Cc1cc(C(F)(F)F)nc(CCNCc2c(C(=O)N3CCCC3)nc3ccccn23)n1,8%[9.22 µM],3%,14%,12%,15%,25%[10 µM],17%
CCOC(=O)CC1COCCN1C(=O)CCc1nnc(-c2ccsc2)o1 (stereo not drawn),8%[9.22 µM],5%,3%,5%,6%,22%[10 µM],8%
COc1cccc(/C=C2\SC(=S)N(C(Cc3ccccc3)C(=O)O)C2=O)c1 (stereo not drawn),13%[9.22 µM],-2%,7%,0%,8%,4%[10 µM],-1%
COc1ccccc1CNC(=O)CSc1nn2c(=O)c(C(C)(C)C)nnc2s1,4%,-3%,-15%,-2%,14%,-25%,-7%
CCOC(=O)C(=CNc1cc(C)ccc1-n1cccc1)C(=O)OCC,1%[9.22 µM],0%,2%,nt,1%,-11%[10 µM],nt
CCCc1[nH]nc2c1C(c1ccc(OCCN3CCOCC3)c(OC)c1)C(C#N)=C(N)O2 (stereo not drawn),11%,-8%,-5%,6%,4%,-16%,-14%[38.3 µM]
O=c1cc(N2CCOCC2)[nH]c(=O)n1-c1ccc(Cl)cc1,11%,-1%,19%,-1%,4%,-10%,-3%[38.3 µM]
Cc1ncc(N=Nc2ccc(F)cc2)c(-c2ccc(Cl)cc2)n1,24%,-9%,6%,1%,1%,-3%[10 µM],6%[38.3 µM]
CC(=O)Nc1ccc(NC(=O)Cn2c(=O)n(-c3ccc(C)cc3)c(=O)c3oc4ccccc4c32)cc1,1%,8%,-11%,0%,-4%,nt,2%
Cc1ccc(NC2=NC(c3ccc(C)cc3)n3c(nc(C)cc3=O)N2)cc1 (stereo not drawn),24%,3%,8%,-4%,nt,-21%[0.074 µM],nt
Cc1cccc(N2CCN(C(=O)CS(=O)(=O)Cc3nc(-c4ccccc4F)oc3C)CC2C)c1 (stereo not drawn),?,1%,-9%,?,11%,15%[10 µM],63%[activator][38.3 µM]
O=c1ccc2ccc(O)cc2o1,nt,?,nt,nt,-8%,nt,-20%
CC1(C)CC2(CCO1)OC(=O)CC2C(=O)NCCc1ccccc1 (stereo not drawn),25%,5%,-6%,?,2%,8%,-8%[38.3 µM]

# Quoted from above for reference:
SMILES,HTT aggregate,aGlu spleen mod,GAA glycogen,GAA inhib,RGS12 GoLoco inh,HTT cytoprotect,IMPase Li inh
Cc1cccc(N2CCN(C(=O)CS(=O)(=O)Cc3nc(-c4ccccc4F)oc3C)CC2C)c1 (stereo not drawn),?,1%,-9%,?,11%,15%[10 µM],63%[activator][38.3 µM]
O=c1ccc2ccc(O)cc2o1,nt,?,nt,nt,-8%,nt,-20%
CC1(C)CC2(CCO1)OC(=O)CC2C(=O)NCCc1ccccc1 (stereo not drawn),25%,5%,-6%,?,2%,8%,-8%[38.3 µM]

# Next structures
SMILES,HTT aggregate,aGlu spleen mod,GAA glycogen,GAA inhib,RGS12 GoLoco inh,HTT cytoprotect,IMPase Li inh
C/C(O)=C/c1nc2ccccc2[nH]c1=O,8%,-5%,-1%,?,2%,-20%[10 µM],3%
CC1(C)Cc2ccccc2C(NNC(=O)c2ccccn2)=N1,18µM*,-5%,?,-2%,-4%,-46%[inhibitor],-12%[38.3 µM]
CCCNC(=O)OC[C@H]1O[C@H](CCO/N=C/C[C@@H]2C=C[C@H](OC(C)=O)[C@@H](COC(C)=O)O2)C=C[C@@H]1Oc1ccc(OC)cc1,10%,-4%,-7%,0%[15.4 µM],-57%,nt,20%
O=c1c2[nH]c3ccc(F)cc3c2ncn1CCC1=CCCCC1,7%[9.22 µM],1%,9%,nt,4%,1%[10 µM],nt
O=C(CSc1nnc(C2CC2)n1-c1ccccc1)NCCc1ccc(F)cc1,17%,-8%,-14%,-5%,6%,19%,5%[38.3 µM]
Cc1cnc(CN(C)Cc2nc(Cc3cccc(C(F)(F)F)c3)no2)[nH]1,19%[9.22 µM],1%,-1%,-1%,7%,8%[10 µM],13%
Cc1ccccc1C(=O)NC(C(N)=O)P(=O)(OC(C)C)OC(C)C (stereo not drawn),-19%[9.22 µM],6%,2%,nt,-2%,-9%[10 µM],nt
Cn1c(=O)c2c(nc(NCCOc3ccc(C(C)(C)C)cc3)n2C)n(C)c1=O,?,-1%,8%,-3%,5%,nt,2%
O=C(O)/C(=C\c1ccccc1Cl)c1ccc(S(=O)(=O)N2CCCCC2)s1,-3%,2%,-8%,4%,nt,4%[10 µM],nt
Cc1cc(NC(=O)C2CC2)ncc1NC(=O)C12CC3CC(CC(C3)C1)C2,23%,6%,10%,0%,nt,-14%,nt
CCC(NC(=O)c1ccccc1NC(=O)c1ccccc1)C(=O)OC (stereo not drawn),29%,-1%,-3%,6%,-5%,-16%,17%
O=C(NCc1ccc2c(c1)OCO2)C1CCN(C(=O)Nc2ccc(Cl)cc2)CC1,3%,-5%,1%,?,6%,-9%,6%[38.3 µM]
Cc1csc(SCCN2C(=O)c3ccccc3C2=O)n1,3%,-3%,8%,?,-1%,-15%,3%[38.3 µM]
C=CCN(CC=C)S(=O)(=O)c1ccc(NC(=S)NC(=O)c2ccc(-c3ccccc3)cc2)cc1,-10%,-5%,-2%,-4%,14%,-25%,-146%[38.3 µM]
CC(C)(C)c1cc(C(=O)N/N=C/c2ccccn2)n[nH]1,-9%[9.22 µM],8%,7%,nt,7%,16%[10 µM],nt
COc1ccc(C2CC(=O)c3cnc(NC(=O)c4cc(OC)cc(OC)c4)nc3C2)cc1 (stereo not drawn),16%,-17%,-3%,-6%,-10%,-9%,15%[38.3 µM]

# Screens deposited in PubChem BioAssay by National Center for Advancing Translational Sciences (NCATS).
